Source: PubChem BioAssay
phage Ecoli inh: E. coli growth loss with phage present | growth absorbance | inhibition, % at 11.9 µM | 0.26% of 360,000 active | AID 651602; in the data active = inhibition above about 11%
Wnt act: activates Wnt/beta-catenin signaling in a reporter cell assay; 1.2% of 300,000 active; activator, plate reader; activation, % at 9.35 µM; AID 743398; in the data active = activation above about 30%, passing the limit was not always enough;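 also: 0% = neutral control wells and 100% = positive control wells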
The depositor's hits bear a star. Not all compounds are listed (hit frequency here may not be typical).

phage Ecoli inh	Wnt act	smiles
3.0	-2	CCCN1CCC(C(=O)NC(c2ccc(F)cc2)c2ncccc2C)CC1 (stereo not drawn)
-0.6	-4	CCCCCC(=O)N1C[C@@H](n2cc(COC(=O)c3ccccc3)nn2)[C@H](O)C[C@@H]1c1ccc(Cl)cc1
3.3	0	C#CCN(Cc1ccco1)C(=O)c1nnc2c3ccccc3n(S(=O)(=O)c3ccccc3)c2n1
3.2	-1	Cn1c(=O)c2c(-c3ccccc3)n(-c3ccccc3F)cc2n(C)c1=O
1.7	-1	CCCCC(=O)N(C)c1c(CC)nc2c(OCCC)cccn12
101*	-1	O=[N+]([O-])c1ccc(C=NN2CCNC2=S)o1
8.8	8	Oc1ccc(CN2CCC(Cc3ccccc3)CC2)c2cccnc12
1.6	4	CC1CN(C(=O)COC(=O)/C=C/c2ccccc2)CC(C)O1 (stereo not drawn)
3.9	-1	Cc1ccc(OC2CCN(C(=O)[C@H]3O[C@@H](n4ccc(=O)[nH]c4=O)[C@H](O)[C@@H]3O)CC2)cc1
2.3	-2	CC(C)C[C@@H]1COc2cc(NCCO)ccc2S(=O)(=O)N1
1.7	-3	CCCC(=O)N1CCC1(C)C(=O)NS(=O)(=O)c1ccc(C#N)cc1 (stereo not drawn)
-0.1	-1	OC(c1ccccc1)c1nc(-c2cccc(C(F)(F)F)c2)cs1 (stereo not drawn)
0.7	-2	CCCCCCN1C[C@@H](n2cc(C3CC3)nn2)[C@H](O)C[C@@H]1c1ccc(Cl)cc1
2.5	-1	Cc1nn(-c2ccccc2)nc1C(=O)Nc1ccccc1C(=O)NCC1CC1
2.5	-9	COc1ccc(CCCNC(=O)C2Cc3c(-c4cccc(NC(C)=O)c4)ccnc3O2)cc1 (stereo not drawn)
3.6	-1	CCCCn1nnnc1C(c1ccccc1)N1CCN(c2ccc(OC)cc2)CC1 (stereo not drawn)
0.3	0	C[C@H]1CN(S(=O)(=O)C(C)(C)C)[C@H](CCO)/C1=C\CCO
2.8	-1	COc1ncnc2c1ncn2CCCNCC(C)c1ccccc1 (stereo not drawn)
-0.8	-6	COc1ccc(C#Cc2ccc3c(c2)O[C@H](CN(C)S(=O)(=O)c2ccccc2F)[C@H](C)CN([C@H](C)CO)S3(=O)=O)cc1
2.0	1	COc1ccc(C(N)c2csc(Nc3ccc(C(F)(F)F)cn3)n2)cc1 (stereo not drawn)
2.8	-4	O=C(NCc1ccccc1)c1cc(C2CCCCN2S(=O)(=O)c2ccccc2)on1 (stereo not drawn)
3.4	-3	Cc1ccc(CNS(=O)(=O)c2ccc(Cl)s2)cc1
3.2	0	O=C(O)c1ccc(COc2ccc([N+](=O)[O-])cc2Cl)cc1
3.2	-5	Cc1ccccc1OCCC(=O)OCC(=O)Nc1ccc(C)c(S(=O)(=O)N2CCCCC2)c1
2.1	3	COc1ccc(C(=O)c2[nH]c(N)c(C(=O)NCCc3c[nH]c4ccccc34)c2-c2ccc(C(F)(F)F)cc2)cc1
-0.8	-2	CC1(Cc2ccc(F)cc2)C(=O)Nc2ccc(S(=O)(=O)NC3CCCCC3)cc21 (stereo not drawn)
1.6	-2	Cc1cccc(C)c1NC(=O)C(c1cc2ccccc2o1)N1CCN(C)CC1 (stereo not drawn)
0.6	0	C[C@H](CO)N1C[C@H](C)[C@@H](CN(C)S(=O)(=O)c2ccc3c(c2)OCCCO3)OCc2cn(nn2)CCCC1=O
6.5	-3	CSc1ccc(NC(=O)C2(C)CCN2C(=O)C2(c3ccccc3)CC2)cc1 (stereo not drawn)
5.2	-4	O=C(Cc1c[nH]c2ccccc12)Nc1ccc(Nc2cccnc2)c(Br)c1
0.7	-2	CC(C)C[C@H]1CN([C@@H](Cc2ccc(O)cc2)CN2CCC[C@H]2CN2C(=O)C(=O)NC[C@@H]2Cc2ccc(O)cc2)C(=O)C(=O)N1CCc1ccccc1
-1.4	-1	COc1ccc(-n2nnnc2C(C2CC2)N2CCN(C/C=C/c3ccccc3)CC2)cc1 (stereo not drawn)
-3.1	4	COc1cccc(/C=C2\SC(=S)N(CCCC(=O)N3CCOCC3)C2=O)c1
2.2	5	CCCCCCCCN1C(=O)[C@@H](CC(=O)N2CCCC2)C[C@@]2(C(=O)OC)C1=C[C@H](C(C)(C)C)O[C@@H]2C
4.1	-7	Cc1cc(S(=O)(=O)Nc2ccc(C(=O)NCCN3CCOCC3)cc2)ccc1F
-0.5	-2	O=C(CSc1nc2ccccc2c(=O)n1-c1ccc(F)c(Cl)c1)Nc1ccc2c(c1)CCC2
1.3	-2	CC1(C)CC(=O)C=C(c2cccc(OC(=O)c3ccc(Br)cc3)c2)C1=O
2.3	-1	C=C1CCC2C(C)(C(=O)O)CCCC2(C)C1CCC(CO)CCO (stereo not drawn)
0.9	-8	C[C@H](O)C#Cc1ccc2c(c1)O[C@@H](CN(C)Cc1ccc(-c3ccccc3)cc1)[C@H](C)CN([C@@H](C)CO)S2(=O)=O
2.2	-6	COc1cccc(C(C)(O)c2nc(-c3cccc(C#N)c3)cs2)c1 (stereo not drawn)
4.4	-1	CCCNC(=O)C1(C)CCCN(Cc2ccc(-c3ccccn3)cc2)C1 (stereo not drawn)
0.9	-3	Cc1ccc(S(=O)(=O)N2C[C@H]3n4c(=O)ccc(=O)n4C[C@H](OC(=O)NCc4ccco4)[C@@]3(O)C2)cc1
2.3	-2	CCCNC(=O)c1cc(C2CCCCN2S(C)(=O)=O)on1 (stereo not drawn)
0.6	-6	COc1ccc(NC(=O)C2Cc3c(-c4ccccc4Oc4ccccc4)ccnc3O2)cc1OC (stereo not drawn)
0.2	0	CCCS(=O)(=O)NC(=O)C1(C)CCCN(C(=O)C(C)(C)Oc2ccc(Cl)cc2)C1 (stereo not drawn)
3.5	-2	COC(=O)C1=C(C)NC(=S)NC1c1ccc(OC)cc1 (stereo not drawn)
1.3	-3	COc1cccc(OC)c1C(=O)N1CCN(Cc2c[nH]c3ccccc23)CC1
3.1	-2	CC(C)N(C)c1ncnc2c1ncn2[C@H]1CN(Cc2ccc3c(c2)OCO3)C[C@@H](CO)O1
2.4	-1	CCOC(=O)C1CCN(C(=O)c2sc3ncn(CC(=O)N4CCCCC4)c(=O)c3c2C)CC1
0.5	-2	COc1ccc(NC(=O)c2cc(C3CCCCN3C(=O)OCc3ccccc3)on2)c(C)c1 (stereo not drawn)

Next results follow.
phage Ecoli inh	Wnt act	smiles
3.7	1	O=C(NCc1cccs1)c1csc(COCCO)n1
0.1	0	CCc1ccc(CN(C)Cc2c(C(=O)N3CCOCC3)nc3c(C)cccn23)nc1
1.4	-2	Cc1ccc(Cn2cc(CN3CC(N4CCN(C)CC4)CS3(=O)=O)nn2)cc1 (stereo not drawn)
-2.0	-2	C=CCC[C@H](CCCCC)OC(=O)/C=C/[C@@H](O)[C@H](O)C[C@@H](O)CC=C
2.5	-4	CC(=O)C1=C(C)N(Cc2ccc(F)cc2)C(=S)NC1c1cccc(F)c1 (stereo not drawn)
1.4	0	C[N+](C)(C)CCNC(=O)c1ccccc1
-0.2	-1	N#Cc1ccc2[nH]cc(C3c4cc(F)ccc4C=C(c4ccsc4)N3c3ccc(C#CCCO)cc3)c2c1 (stereo not drawn)
3.1	-2	CC1(c2ccc(Cl)cc2)NC(=O)N(CC(=O)Nc2ccc3c(c2)OCO3)C1=O (stereo not drawn)
1.6	-2	O=C(CCl)NC1(C(=O)O)CCCC1
1.0	-3	C[C@@H]1CCCCO[C@@H](CN(C)Cc2ccccc2)[C@@H](C)CN([C@H](C)CO)C(=O)c2cc(N(C)C)ccc2O1
0.0	-1	CCc1nc2c(OCc3ccccc3C(=O)OC)cccn2c1N(C)C(=O)c1cccs1
3.5	-4	COC(=O)[C@]12CCCCC=C1N(Cc1ccc3c(c1)OCO3)C(=O)[C@H](CC(=O)NCCC(C)C)C2
3.6	-1	CCOC(=O)C1(C)CCCN(C(=O)c2cc(F)cc(F)c2)C1 (stereo not drawn)
-0.5	-3	C[C@H]1COc2cccc(N(C)CCO)c2S(=O)(=O)N1
3.8	-5	CN(C(=O)COc1ncnc2ccc(Br)cc12)C1CCCCC1
-2.6	0	NC(c1csc(Nc2nncc3ccccc23)n1)C1CCCCC1 (stereo not drawn)
3.6	0	C=CCNc1nc(NCCNC(C)=O)c2sc(-c3ccccc3)cc2n1
2.5	-1	Cc1cccc(C)c1-n1nnnc1C1(C)CCC(=O)N1c1ccc(N2CCOCC2)cc1 (stereo not drawn)
1.4	-1	CCCC(=O)N1CCC1(C)C(=O)NS(=O)(=O)c1cc(C)ccc1F (stereo not drawn)
2.6	-1	CC(C)(C)C(=O)NCc1ccc(C(=O)CSc2nnc3n2CCCCC3)s1
3.3	-2	COc1cc2c(cc1OC)[N+]([O-])=C(c1ccccc1)C2=O
0.9	2	COC(=O)[C@]12CCCCC=C1N(CCc1ccc(OC)c(OC)c1)C(=O)[C@H](CC(=O)NCC13CC4CC(CC(C4)C1)C3)C2
1.2	-5	O=C1[C@H]2[C@@H](c3ccccc3)N[C@]3(CCCN(Cc4ccc(C(F)(F)F)cc4)C3=O)[C@H]2C(=O)N1Cc1ccccc1
-2.1	-3	CCOC(=O)[C@]12CCCC=C1N(Cc1ccccc1)C(=O)[C@H](CC(=O)NCc1ccc(C)o1)C2
5.3	-28	COC(=O)C1=C(C)N(Cc2ccc(C(F)(F)F)cc2)C(=NCc2ccccc2)NC1c1cccc(C(F)(F)F)c1 (stereo not drawn)

Whole records, quoted from the list. Order of values: phage Ecoli inh | Wnt act
`CCCCC(=O)N(C)c1c(CC)nc2c(OCCC)cccn12` across the screens: 1.7 | -1
`C[C@H](CO)N1C[C@H](C)[C@@H](CN(C)S(=O)(=O)c2ccc3c(c2)OCCCO3)OCc2cn(nn2)CCCC1=O` across the screens: 0.6 | 0

Part of the list above in order of molar mass, lowest first.
phage Ecoli inh	Wnt act	smiles
-0.5	-3	C[C@H]1COc2cccc(N(C)CCO)c2S(=O)(=O)N1
3.7	1	O=C(NCc1cccs1)c1csc(COCCO)n1
-2.0	-2	C=CCC[C@H](CCCCC)OC(=O)/C=C/[C@@H](O)[C@H](O)C[C@@H](O)CC=C
3.6	0	C=CCNc1nc(NCCNC(C)=O)c2sc(-c3ccccc3)cc2n1
2.5	-4	CC(=O)C1=C(C)N(Cc2ccc(F)cc2)C(=S)NC1c1cccc(F)c1 (stereo not drawn)
3.8	-5	CN(C(=O)COc1ncnc2ccc(Br)cc12)C1CCCCC1
2.6	-1	CC(C)(C)C(=O)NCc1ccc(C(=O)CSc2nnc3n2CCCCC3)s1
0.0	-1	CCc1nc2c(OCc3ccccc3C(=O)OC)cccn2c1N(C)C(=O)c1cccs1
-2.1	-3	CCOC(=O)[C@]12CCCC=C1N(Cc1ccccc1)C(=O)[C@H](CC(=O)NCc1ccc(C)o1)C2
3.5	-4	COC(=O)[C@]12CCCCC=C1N(Cc1ccc3c(c1)OCO3)C(=O)[C@H](CC(=O)NCCC(C)C)C2
1.0	-3	C[C@@H]1CCCCO[C@@H](CN(C)Cc2ccccc2)[C@@H](C)CN([C@H](C)CO)C(=O)c2cc(N(C)C)ccc2O1
1.2	-5	O=C1[C@H]2[C@@H](c3ccccc3)N[C@]3(CCCN(Cc4ccc(C(F)(F)F)cc4)C3=O)[C@H]2C(=O)N1Cc1ccccc1
5.3	-28	COC(=O)C1=C(C)N(Cc2ccc(C(F)(F)F)cc2)C(=NCc2ccccc2)NC1c1cccc(C(F)(F)F)c1 (stereo not drawn)

Continuation.
phage Ecoli inh	Wnt act	smiles
5.5	-1	CN(NC(=O)C(=O)NCc1ccco1)C(=O)NC1CCCCC1
-0.2	-3	CS(=O)(=O)Nc1ccccc1-c1cccc2nccn12
3.2	-5	COc1ccc(CCC(=O)OCC(=O)NC2CCCC2)cc1OC
4.8	-5	CC1(C(=O)NCC(F)(F)F)CCN1C(=O)C1(c2ccccc2)CC1 (stereo not drawn)
3.6	0	CCNC(=O)N(C)[C@H]1C[C@H]2c3[nH]c4ccccc4c3CCN2C[C@H]1[C@H](C)O
1.2	-2	COc1ccc(OC)c(NC(=O)C2(C)CCN2C(=O)Cc2ccc(Cl)cc2Cl)c1 (stereo not drawn)
1.3	-4	NC(=O)c1cccc(Nc2nc(C(N)Cc3ccc(C(F)(F)F)cc3)cs2)n1 (stereo not drawn)
2.2	-1	Cc1nc2n[nH]c(N)c2nc1C
2.2	-1	O=C(NCc1ccccc1)C(c1cc2ccccc2o1)n1c(=O)c(-c2cc3ccccc3[nH]2)nc2ccccc21 (stereo not drawn)
2.1	0	COc1cc(-c2ccc(N3C(c4ccsc4)=Cc4ccc(F)cc4C3c3c[nH]c4ccc(C#N)cc34)cc2)cc(OC)c1OC (stereo not drawn)
5.6	4	Cc1cc(Cl)c2oc(C(=O)N3CCOCC3)c(C)c2c1
2.7	-1	CCCCn1nnnc1C(c1ccccc1)N1CCN(c2ncccc2C(F)(F)F)CC1 (stereo not drawn)
1.2	-2	C[C@@H]1CN([C@@H](C)CO)C(=O)CCCn2nncc2CO[C@@H]1CN(C)C(=O)Nc1ccc(C(C)(C)C)cc1
-0.8	-2	CCCCc1nnn2c1C1c3cc(-c4cccnc4)ccc3CCN1C(=O)C2 (stereo not drawn)
-2.6	-2	C[C@@H]1CCCCO[C@H](CN(C)C(=O)Nc2cccc3ccccc23)[C@@H](C)CN([C@H](C)CO)C(=O)c2cc(N(C)C)ccc2O1
2.6	0	CCC(CO)Nc1ccn2nc(-c3cc(OC)c(OC)c(OC)c3)cc2n1 (stereo not drawn)
3.1	2	CC(OC(=O)c1cccnc1Cl)C(=O)NC1CCCCC1 (stereo not drawn)
-0.6	-2	Fc1ccc(-c2nc3c4ccccc4ccn3c2Cc2cccc(Cl)c2)cc1
3.4	-3	COc1cccc(-c2cccc(-c3nc(C(=O)NCc4ccc5c(c4)OCO5)cc4c3[C@H](CCO)N(S(=O)C(C)(C)C)C4)c2)c1 (stereo partly drawn)
-0.9	-1	CCCCCC(=O)N1C[C@@H](O)[C@H](n2cc(C3CC3)nn2)C[C@@H]1c1ccccc1
0.0	-2	Cc1cccc(C)c1C(O)c1ncc(-c2cccc(F)c2)[nH]1 (stereo not drawn)
0.8	-3	COc1ccc(CC(=O)Nc2ccc3c(c2)OC2(CCCC2)O3)c(OC)c1
